# Screening data from PubChem BioAssay.
# CCHF vOTU inh: CCHFV vOTU protease inhibition; Pep-AMC fluorescence; inhibition, % at 11.5 µM; 0.55% of 370,000 active; AID 651958; in the data active = inhibition above about 30%; also: 0% = vehicle wells with enzyme and 100% = no enzyme wells
# Anthrax LF prot: blocks Bacillus anthracis lethal factor protease; 0.12% of 360,000 active; P15917; inhibition, % at 10 µM; AID 588501; multiplex microsphere protease cleavage assay, LF; also: plate controls were buffer without enzyme for full effect and enzyme alone for no effect
# BoNT F protease: inhibitors of Botulinum neurotoxin F light chain protease; Multiplex microsphere protease cleavage assay, flow cytometry; inhibition, % at 10 µM; 0.22% of 360,000 active; in the data active = inhibition above about 35%, passing the limit was not always enough; inconclusive = no clear call, values can overlap the other calls; also: plate controls were buffer without enzyme for full effect and enzyme alone for no effect
# Y pestis TopoI: blocks Yersinia pestis topoisomerase I activity; Y. pestis Topo-I cleavage product accumulation, plate reader; activity, % at 10 µM; 0.064% of 360,000 active; in the data active = activity above about 50%, passing the limit was not always enough; inconclusive = no clear call, values can overlap the other calls; also: inactives centre near 2
# TcdB GH inh: inhibitors of Clostridioides difficile toxin B glycohydrolase. TcdB glycohydrolase enzymatic assay, plate reader. inhibition, % at 9.99 µM. 0.24% of 350,000 active; in the data active = inhibition above about 10%
# PrPC TRFRET: inhibitors of human cell surface prion protein PrPC; AID 720596; 0.43% of 370,000 active; P04156; TR-FRET read-out; inhibition, % at 13.8 µM; in the data active = inhibition above about 24%; also: 0% = median of the test wells and 100% = reference compound wells
# FadD28 binding: inhibitors of Mycobacterium tuberculosis FadD28 bisubstrate binding; FadD28 bisubstrate probe binding, fluorescence polarization; inhibition, % at 12.5 µM; 0.22% of 360,000 active; AID 588549; in the data active = inhibition above about 8.5%, passing the limit was not always enough; inconclusive = no clear call, values can overlap the other calls
# BoNT A protease: BoNT A light chain protease inhibition. 0.17% of 360,000 active. inhibition, % at 10 µM. multiplex microsphere protease substrate cleavage, flow cytometry; also: plate controls were buffer without enzyme for full effect and enzyme alone for no effect
# PfHsp40 yeast: rescue of PfHsp40-mediated yeast toxicity; S. cerevisiae expressing PfHsp40, growth rescue, ATP luminescence; growth rescue, % at 12.5 µM; 0.68% of 340,000 active; in the data active = growth rescue above about 28%, passing the limit was not always enough; inconclusive = no clear call, values can overlap the other calls;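 also: yeast W303a lacking pdr1 and pdr3 grown in galactose medium; growth measured after three days at 30 °C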
# An asterisk follows results filed as active; ? = inconclusive; . = no result given; & = joins results of further samples. Rule as the data show it, unless noted: active = inhibition above about 30%; inconclusive = no clear call, values can overlap the other calls; inactive = below that.
Molecule	TcdB GH inh	FadD28 binding	BoNT F protease	BoNT A protease	PrPC TRFRET	PfHsp40 yeast	Anthrax LF prot	CCHF vOTU inh	Y pestis TopoI
CCOCCn1c(N2CCN(c3ccccc3)CC2)nc2c1c(=O)n(C)c(=O)n2C	.	-3.1	-16	-2.1	-6	-0.1	-3	0	9
COc1ccccc1O	-2.0	-1.7	-8	-0.2	7	-0.8	3	1	5
C=COCCNC(=O)C(=O)NC(C)C	.	-0.4	14	-0.4	0	0.0	1	1	-2
CCOC(=O)N1CCN(C(=O)c2cnc(Nc3ccccc3OC)c3ccccc23)CC1	.	-5.0	-10	0.4	-3	0.1	-1	-5	11
O=C(Nc1ccc(Br)cc1Br)Nc1cccc2[nH]c([C@@H]3O[C@H](CO)[C@@H](O)[C@H](O)[C@H]3O)nc12	1.3	-5.1	-2	-0.3	2	.	-6	3	-4
COC(=O)c1nc2cc(C)ccn2c1F	-0.1	-2.9	-12	-0.9	12	-0.4	-3	-12	2
COc1ccccc1NC(=S)NC1CCCC1	-1.2	-2.2	-18	-0.1	0	5.6	-7	9	8
O=C(NCCS(=O)(=O)N1CCN(c2ccccc2F)CC1)c1cccc(Br)c1	1.0	-3.7	2	0.2	-3	18	2	14	21
CCOC(=O)c1nonc1NC(C)=O	.	-4.0	5	-0.2	4	0.2	-1	-4	-4
Cc1cc(=O)[nH]c(SCc2cc(Cl)ccc2OC(F)F)n1	.	-0.9	7	0.6	2	-0.1	-2	2	14
CCC1CCC(N2CCN(c3ccc(F)cc3)CC2)CC1 (stereo not given)	-4.3	1.4	5	-1.7	7	0.0	14	15	10
COc1cc(S(=O)(=O)N2CCN(C)CC2)c(OC)cc1Br	.	-1.5	6	0.1	-1	-2.5	2	10	-7
CCCCn1nnnc1-c1nc2ccccc2[nH]c1=O	3.3	.	12	1.5	-4	.	-4	-27	.
FC(F)(F)c1cccc(N2CCN(Cc3cccnc3)CC2)c1	.	0.2	4	1.3	3	-0.1	-1	-5	14
CCCCOCCCNC(=O)/C=C/c1ccccc1Cl	.	-2.8	4	0.0	3	1.1	-1	12	2
CCN1CCN(C(=O)CCN2C(=O)c3ccccc3C2=O)CC1	-0.7	-3.7	-2	0.6	5	0.2	1	-2	2
COC(=O)c1ccc(N2C(c3cc(OC)cc(OC)c3)=Cc3ccc(-c4ccc(C(N)=O)cc4)cc3C2CC(=O)C2CC2)cc1 (stereo not given)	0.8	.	2	7.4	1	.	-6	0	.
O=CN1CC(=O)N(c2ccccc2)c2c([nH]c3ccccc23)C1	.	0.7	-14	-1.1	-1	0.6	-5	-1	-2
COc1cccc(N=CC2=C(O)CCCC2=O)c1	0.9	-2.6	-2	-0.5	13	0.7	-2	12	7
COc1ccccc1NS(=O)(=O)c1ccc(C(=O)N2CC(C)OC(C)C2)cc1 (stereo not given)	-0.5	-3.3	-1	0.1	2	-0.9	-1	-3	-8
COC(=O)[C@]12CCCCC=C1N(Cc1ccccc1)C(=O)[C@H](CC(=O)NCc1ccccc1)C2	-0.2	.	5	0.6	1	.	2	1	.
Cc1noc(C)c1C(=O)Nc1nnc(-c2ccccc2)s1	.	-1.7	2	0.2	8	-0.1	-5	7	2
Cc1ccc(C(=O)Nc2cc3ccccc3oc2=O)cc1	-1.6	-2.0	-6	-0.2	4	-1.6	-7	11	-11
CN(C)c1ccc(/C=N/N(CCO)C2=NS(=O)(=O)c3ccccc32)cc1	-0.1	-6.6	?	-0.3	9	-1.5	7	-1	10
Cc1ccc(CCN2CC(C(=O)NCCCN3CCOCC3)CC2=O)cc1 (stereo not given)	.	-0.6	1	-1.1	6	1.3	-3	7	-5
O=C(/C=C/c1ccccc1)Oc1cccc2cccnc12	1.0	-1.0	-13	-1.4	-3	-1.0	-7	12	-8
O=C(CCN=C1NS(=O)(=O)c2ccccc21)OCc1c(F)c(F)c(F)c(F)c1F	1.0	-3.7	-12	-1.1	4	0.5	1	-7	0
CC12CC(O)C3C(CCC4=CC(=O)CCC43C)C1CCC2=CCO (stereo not given)	2.0	-1.1	-4	0.1	-1	0.6	-6	4	8
O=C(O)c1ccc(CNC(=O)c2ccc(S(=O)(=O)N3CCCC3)cc2)cc1	0.5	-1.0	-1	-0.6	-8	.	-9	3	3
O=C(Nn1cnc2ccccc2c1=O)c1cccc(Cl)c1	0.9	-2.8	-2	-0.3	7	-0.2	-1	-2	0
Cc1ccccc1-n1c(C)nnc1SCC(=O)N(C)C1CCS(=O)(=O)C1 (stereo not given)	0.5	-2.7	-4	-0.5	5	0.0	-3	-6	0
COc1ccccc1C(=O)O/N=C(\N)c1ccccn1	1.4	-3.8	?	?	-7	-1.8	2	7	3
Cc1sc2ncnc(N3CCN(C(=O)c4ccco4)CC3)c2c1C	2.3	-1.0	-6	-1.8	7	0.5	-8	7	13
O=C(Cn1nnc(-c2ccccc2F)n1)NCc1ccco1	0.2	-0.7	-8	-0.2	2	-1.1	-4	0	3
CCOc1ccc(N2CC(C(=O)N3CCCC3)CC2=O)cc1 (stereo not given)	0.1	0.3	-8	-2.4	8	0.1	9	-8	3
CC(C)(C)N1C(=O)[C@H]2[C@@H](c3ccc(Br)cc3)N3C(=O)N(c4ccccc4)C(=O)[C@@]3(C)[C@H]2C1=O	2.0	-2.1	-3	0.1	-8	0.4	-8	-1	11
CCN(c1ccc(OC)cc1)S(=O)(=O)N1CCCC(C(=O)NCc2cccc(C)c2)C1 (stereo not given)	1.5	0.4	2	-0.5	8	1.0	9	1	1
CNC(=O)c1[nH]nc2c1CCc1ccccc1-2	-0.3	-3.0	18	-5.2	9	0.3	6	23	-4
Cc1cc(C)n(C(C[N+](=O)[O-])c2ccc(Cl)cc2)n1 (stereo not given)	.	-3.8	-4	-1.3	7	-0.3	4	4	-8
C=CC(=O)NCCCc1cc(C(C)(C)C)c(O)c(C(C)(C)C)c1	2.1	-0.6	-5	0.2	5	0.9	1	-8	9
Cc1cc(C)cc(NC(N)=S)c1	0.1	0.7	-4	0.5	0	0.3	1	-12	-1
O=C1C(C=Nc2ccccc2O)=C(O)c2ccccc21	0.2	-2.1	4	0.9	-10	-1.0	-2	0	-9
O=C(COc1ccccc1Cl)Nc1ccc(N2CCCC2)cc1	-0.7	-0.7	-6	-3.2	7	-0.4	0	0	44
C[C@H](NC(=O)N1CCn2c1nc1ccccc12)C(=O)NC1CCCCC1	0.7	0.2	2	-0.9	5	1.9	-2	0	6
COc1cccc(-c2nn(-c3ccccc3)cc2CN(C)C(C)c2ccon2)c1 (stereo not given)	0.2	-2.1	-4	0.0	-4	-0.8	-8	11	6
C/C(=N\N1CCN(c2ccccc2)CC1)c1ccco1	.	-0.3	-19	-1.0	-6	15	-1	4	-5
CCOC(=O)c1c(NC(=O)C(C)N2CCN(S(=O)(=O)c3cccs3)CC2)sc2c1CCC(C)C2 (stereo not given)	.	-3.4	0	0.0	7	-0.5	-1	5	-1
CC1C=CCCC12C(=O)NC(=O)NC2=O (stereo not given)	0.1	-1.6	1	0.2	4	-0.3	-1	-4	-5

# Reprinted at random: four records from the list, in no set order.
Molecule	TcdB GH inh	FadD28 binding	BoNT F protease	BoNT A protease	PrPC TRFRET	PfHsp40 yeast	Anthrax LF prot	CCHF vOTU inh	Y pestis TopoI
COc1cccc(-c2nn(-c3ccccc3)cc2CN(C)C(C)c2ccon2)c1 (stereo not given)	0.2	-2.1	-4	0.0	-4	-0.8	-8	11	6
C/C(=N\N1CCN(c2ccccc2)CC1)c1ccco1	.	-0.3	-19	-1.0	-6	15	-1	4	-5
Cc1cc(C)cc(NC(N)=S)c1	0.1	0.7	-4	0.5	0	0.3	1	-12	-1
C=CC(=O)NCCCc1cc(C(C)(C)C)c(O)c(C(C)(C)C)c1	2.1	-0.6	-5	0.2	5	0.9	1	-8	9

# Next section
Molecule	TcdB GH inh	FadD28 binding	BoNT F protease	BoNT A protease	PrPC TRFRET	PfHsp40 yeast	Anthrax LF prot	CCHF vOTU inh	Y pestis TopoI
CCOC(=O)c1csc(COc2ccc(OC)cc2)n1	-0.7	-1.1	?	?	9	-0.3	3	1	2
CN(C)CCNC(=O)C1CC(=O)N(c2ccc(F)c(Cl)c2)C1 (stereo not given)	2.1	-1.0	2	-0.2	-3	1.2	-1	-2	2
C=CCN1C(=O)/C(=C2/Sc3ccccc3N2C)SC1=Nc1ccccc1C	.	-3.4	2	-0.5	-6	0.5	-3	11	0
Cc1ccc(CCNC(=O)c2ccc3nc4ccc(Cl)cc4c(=O)n3c2)cc1	1.2	-1.1	1	2.1	-6	0.2	2	-16	1
CCOC(=O)CSc1nsc(SCC(=O)OCC)c1C#N	.	-0.5	-34	-1.7	-9	-1.3	-7	3	0
COC(=O)c1ccccc1NC(=O)c1onc(C)c1Cl	0.7	0.7	5	1.4	1	0.5	-10	4	2
CCCNC(=O)c1onc(CSc2ccc(Cl)cc2)c1C(=O)NC(C)C	3.6	-2.0	8	0.3	6	4.4	-3	15	24
CCc1nnc(NC(=O)CSc2nnnn2C)s1	.	-0.9	0	1.4	4	-0.3	0	-3	-4
Cc1ccc(S(=O)(=O)N2C[C@H]3C(=O)C[C@@H](c4ccccc4)N(S(=O)(=O)c4ccc(C)cc4)[C@H]3C[C@H]2c2ccccc2)cc1	1.1	-0.9	-3	-0.7	1	.	-4	14	10
CCCN(C(=O)Cn1nc(C)c([N+](=O)[O-])c1C)c1c(N)n(Cc2ccccc2)c(=O)[nH]c1=O	2.3	-2.2	15	-0.6	-1	-1.3	1	-10	21
Cc1cccc(N2C(=NC(=O)c3ccccc3)SC3CS(=O)(=O)CC32)c1 (stereo not given)	1.3	-3.4	-3	-0.1	0	0.1	-1	-5	5
CCSc1nnc(NC(=O)C(CC)Oc2ccccc2)s1 (stereo not given)	1.0	0.1	5	0.9	-1	-1.6	1	4	3
Clc1ccc(OCCCc2nc(-c3cccnc3)no2)c(Cl)c1	.	-1.1	4	6.0	-2	2.2	-1	-3	31
CCCC(=O)C1=C(O)C(C(=O)OC)C(C)(C)CC1=Nc1ccc(Br)cc1 (stereo not given)	0.1	-4.1	4	0.2	4	1.8	-3	1	26
C(=C\c1ccccc1)/CN1CCN(C(c2nnnn2Cc2ccccc2)C2CC2)CC1 (stereo not given)	2.0	-0.3	4	0.4	-8	.	6	10	.
CCCc1cc(=O)[nH]c(SCC(=O)Nc2ccc(S(=O)(=O)N3CCCC3)cc2)n1	-0.6	-3.2	-2	-0.3	5	-1.5	1	-12	-5
COc1ccc2oc(C(=O)OCC(=O)N(C)C3CCCCC3)c(C)c2c1	1.7	-5.3	14	0.2	-7	0.5	2	-18	27
CC(C(=O)Nc1ncc([N+](=O)[O-])s1)N1C(=O)c2ccccc2S1(=O)=O (stereo not given)	0.9	1.5	4	-1.1	-4	0.4	-2	-4	11
CC(=O)Nc1ccc2c(c1)N(S(=O)(=O)c1cccs1)CCC2	-4.1	-6.1	.	.	4	0.0	.	24	0
O=C(/C=C/c1ccco1)Nc1ccc(-c2nc3ccccc3[nH]2)cc1	.	-3.7	5	-0.7	-4	-0.2	0	2	-1
CCOC(=O)c1c(C)c(C(=O)NCCN2CCOCC2)c(C)n1CC	.	-0.8	-7	-4.9	-3	-1.8	-4	-4	0
COc1ccc(Br)cc1-c1noc(-c2ccccc2)n1	.	-0.8	?	0.3	5	0.2	-5	0	-10
CC(C)(C)NC(=O)C(c1ccco1)N(C(=O)Cn1nnc(-c2ccc(F)cc2)n1)c1cccc(F)c1 (stereo not given)	-0.5	0.6	1	0.5	1	0.9	-1	-28	-5
O=C(CC(=O)NC1CCCCC1)N/N=C/c1ccc(Cl)cc1	.	-0.2	-6	-1.0	1	0.1	3	-2	8
Cc1c(CCOC(=O)CC23CC4CC(CC(C)(C4)C2)C3)sc[n+]1Cc1ccc([N+](=O)[O-])cc1	2.2	-8.8&-8.4	-11&-12	0.5&0.7	-14	1.6&2.4	-5&-1	-4	0&-3
